OXTR ag: human OXTR agonism. P30559. CHO-OTR cells, Fluo-8 calcium fluorescence; normalized: DMSO 0%, oxytocin 100%. activation, % at 3 µM. 320,000 compounds, 0.32% hits. AID 2435;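 active = activation above the mean of all tested compounds plus 3 SD, cutoff set per screening run, cut at about 20% in these data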;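 note: peak over basal fluorescence ratio from a 100 s FLIPR kinetic read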
GPR7 antagonist: antagonists of human GPR7 (neuropeptides B/W receptor 1); inhibition, % at 4.4 µM; GPR7-expressing cells, fluorescence antagonist assay; 290,000 compounds, 1.1% hits; AID 1861; in the data active = inhibition above about 16%, passing the limit was not always enough;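 note: cells stimulated with the agonist NPW; 0% = agonist with vehicle and 100% = vehicle without agonist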
Target sequence (P48145 whole entry, looked up): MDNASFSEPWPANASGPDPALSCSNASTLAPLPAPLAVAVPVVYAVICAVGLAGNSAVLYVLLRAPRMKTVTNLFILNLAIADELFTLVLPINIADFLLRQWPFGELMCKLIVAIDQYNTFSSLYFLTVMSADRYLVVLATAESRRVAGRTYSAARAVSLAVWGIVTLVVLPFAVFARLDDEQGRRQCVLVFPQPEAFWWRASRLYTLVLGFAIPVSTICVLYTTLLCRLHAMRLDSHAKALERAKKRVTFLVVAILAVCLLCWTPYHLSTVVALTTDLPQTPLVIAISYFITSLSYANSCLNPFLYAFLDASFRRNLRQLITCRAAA
CHO parental Ca: signal in parental CHO cells, OX1R antagonist counter-screen | 330,000 compounds, 0.63% hits | parental CHO-K1, ATP-induced calcium, Fluo-8 fluorescence | AID 463079 | inhibition, % at 5.6 µM;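 active = inhibition above that plate's mean sample inhibition plus 3 SD, cut at about 26% in these data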;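 note: 0% = ATP-challenged DMSO wells and 100% = DMSO wells without ATP; some compounds past the cut are filed as inactive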
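Test system: parental CHO cells; detection: calcium-sensitive Fluo-8 fluorescence; evaluation: percent inhibition of calcium signal; also added: ATP as calcium-mobilizing challenge; repeats: one well per compound; control set: ATP-challenged DMSO wells low, unchallenged DMSO wells high; compound: single nominal dose of 5.6 µM per compound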
CHO-K1 Ca ag: M1 agonist counterscreen hit in parental CHO-K1 cells; 360,000 compounds, 0.48% hits; Fluo-8 calcium fluorescence; scaled to maximal ATP response, vehicle zero; activation, % at 3 µM; in the data active = activation above about 15%;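 note: untransfected CHO-K1 host cells lacking M1 receptor as counterscreen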
CHO-K1 Ca antag: nonselective inhibitor or artifact in parental CHO-K1 cells; inhibition, % at 3 µM; AID 602250; 360,000 compounds, 0.6% hits; ATP-induced calcium, Fluo-8 fluorescence;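 active = inhibition above a per-plate cutoff, the plate's mean sample inhibition plus 3 SD, cut at about 24% in these data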;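 note: 0% = DMSO plus EC80 ATP and 100% = DMSO alone without ATP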
M1 PAM parental: nonselective activator or artifact in parental CHO-K1 calcium assay | activation, % at 3 µM | ATP EC20, Fluo-8 calcium fluorescence; 0% at ATP EC20, 100% at ATP max | 360,000 compounds, 0.02% hits;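 active = activation above the run cutoff, the mean activation of all test compounds plus 3 SD, cut at about 40% in these data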;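 note: peak over basal fluorescence ratio in a 140 s read after ATP addition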
V1R ag counter: V1a receptor agonism, counter-screen for OXTR agonists; activation, % at 3 µM; 320,000 compounds, 0.25% hits; P37288; CHO-V1R cells, Fluo-8 calcium fluorescence, agonist mode; 0% DMSO, 100% 3 nM vasopressin;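 active = activation above the mean activation of all tested compounds plus 3 SD, per screening run, cut at about 20% in these data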;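 note: signal is peak over basal fluorescence ratio across a 100 second FLIPR read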
OXTR potentiator: human OXTR potentiation | P30559 | CHO-OTR cells, Fluo-8 calcium fluorescence, potentiator mode; 0% = oxytocin EC15, 100% = EC100 | activation, % at 3 µM | 320,000 compounds, 0.061% hits | AID 2445;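 active = activation above that plate's cutoff, the mean activation of tested compounds plus 3 SD, cut at about 6.6% in these data, passing the limit was not always enough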;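 note: 100% uses oxytocin at 75 nM as the full agonist control; some results filed as inactive read as strong as hits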
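Assay system: CHO cell line stably expressing human OTR. Reagent: EC15 oxytocin agonist. Dosing: single dose, 3.0 µM nominal final compound concentration. Timing: compound 6 min at room temperature before oxytocin, 100 s read. Signal: kinetic Fluo-8 calcium fluorescence. Controls: oxytocin EC15 low and EC100 high.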
TAAR1 antagonist: antagonists of human TAAR1 | 360,000 compounds, 1.5% hits | AID 624466 | inhibition, % at 3 µM | Q96RJ0 | CHO RD-HGA16 TAAR1, Fluo-8 calcium fluorescence, antagonist;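 active = inhibition above a per-plate cutoff, the mean inhibition of test compounds on that plate plus 3 SD, cut at about 49% in these data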;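 note: 0% = DMSO plus EC80 beta-PEA response and 100% = DMSO alone without agonist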
Target sequence (Q96RJ0 whole entry, looked up): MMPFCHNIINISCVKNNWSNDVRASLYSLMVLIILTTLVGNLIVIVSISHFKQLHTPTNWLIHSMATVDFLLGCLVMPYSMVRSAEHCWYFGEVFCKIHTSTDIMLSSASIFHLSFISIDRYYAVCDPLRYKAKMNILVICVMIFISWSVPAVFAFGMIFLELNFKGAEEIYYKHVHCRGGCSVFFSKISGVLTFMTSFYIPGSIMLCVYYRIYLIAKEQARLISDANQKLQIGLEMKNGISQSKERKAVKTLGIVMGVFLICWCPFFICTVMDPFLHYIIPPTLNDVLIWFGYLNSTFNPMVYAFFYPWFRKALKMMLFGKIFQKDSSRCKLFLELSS
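test system = CHO RD-HGA16 cells bearing hTAAR1 | replication = singlicate | controls = DMSO-only wells and EC80 β-PEA-stimulated wells | reagent = EC80 β-phenethylamine stimulus | read-out basis = percent inhibition of PEA-evoked calcium signal, max/basal emission ratio | schedule = seeding 17-24 h prior, 75-min 37 °C, 30-min RT dye loading | signal = kinetic Fluo-8 calcium fluorescence measurement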
Numbers without * were called inactive; · = not tested or not shown.

SMILES	OXTR ag	GPR7 antagonist	CHO parental Ca	CHO-K1 Ca ag	CHO-K1 Ca antag	M1 PAM parental	V1R ag counter	OXTR potentiator	TAAR1 antagonist
O=C(C[n+]1ccccc1)Nc1ccccc1Br	0.3	5	2	4.7	0	13	1.0	-1	-7
CCOC(=O)C1(CCc2ccccc2)CCN(C2Cc3ccccc3C2)CC1	-1.7	-6	-30	14	-4	21	-0.6	-4	-7
O=C(NC(=S)NNC(=O)c1ccco1)c1ccccc1	-1.2	-12	6	1.0	-6	3	2.4	-7	-6
Cc1ccc(S(=O)(=O)N2CCOCC2)cc1NC(=O)COC(=O)c1ccc(Br)o1	·	·	·	1.6	-14	8	·	·	-14
COc1ccc(CNC(=O)CN(C)S(=O)(=O)c2ccc(Br)s2)cc1	1.9	-9	-22	2.8	-12	-2	4.0	-7	12
Cc1cc(=O)oc2cc(OC(C)C(=O)NC3CCN(Cc4ccccc4)CC3)ccc12 (stereo unspecified)	-0.6	0	-17	-0.4	-5	-14	0.7	-1	-10
CSc1ccc2nnc(-c3cccc(F)c3)n2n1	-2.1	-12	-6	0.1	-8	11	-0.9	-3	3
COc1cccc(-n2c(O)c(C=NCc3ccccn3)c3ccccc3c2=O)c1	2.4	-6	-36	2.4	-5	8	1.6	-12	-18
COCCNC(=O)CN(C(=O)CCC(=O)Nc1ccccn1)c1ccccc1OC	-0.2	-10	6	1.3	-14	7	0.5	1	7
Cc1n[nH]c(C)c1CCCCOc1ccccc1F	5.8	10	13	11	-14	10	6.2	-16	2
CC1CN(/C=C/C=O)C(C)CC1OC(=O)c1ccccc1 (stereo unspecified)	0.7	-4	-1	6.8	-3	-6	0.4	-16	-20
CN1C(=O)NC(NC(=O)c2cccs2)(C(F)(F)F)C1=O (stereo unspecified)	-0.5	5	3	-0.2	7	-5	-0.3	-7	-4
Cn1c(=O)c(=O)n(C)c2cc(N3CCOCC3)c(NS(=O)(=O)c3ccc(Br)cc3)cc21	-0.1	-12	-18	0.4	3	-2	1.2	-2	-3
COc1cccc(CNC(=O)C2CCC(=O)N(C3CC3)C2)c1OC (stereo unspecified)	·	-8	·	0.8	-12	6	·	·	-23
COc1cccc(C(=O)OCCN2CCCCC2)c1	0.1	-3	0	1.3	-17	21	0.1	-13	-14
O=C(CCc1nnc(-c2ccsc2)o1)NCc1ccccc1OC(F)(F)F	-1.2	-11	-15	0.0	6	-6	-0.3	-6	-2
COc1ccc([C@H]2CC(=O)C=C(c3cccc(Cl)c3)C2)cc1	1.3	·	-14	-0.1	-12	9	1.1	-6	31
O=C(NCCN1CCOCC1)c1cccc(S(=O)(=O)N2CCCC2)c1	·	-15	·	0.2	3	-5	·	·	-12
O=C(Nc1nncs1)c1cc(S(=O)(=O)N2CCOCC2)ccc1Cl	-0.5	-11	2	0.7	-7	5	0.8	-12	-15
CC(=O)Nc1ccc(S(=O)(=O)N2CCN(c3cnn(C)c(=O)c3Cl)CC2)cc1	0.1	-1	-4	0.5	-4	21	0.7	-8	5
O=C(CSc1nnc2ccccn12)NCc1ccc2c(c1)OCO2	0.0	-7	4	0.4	-10	21	-0.1	-6	-25
CN(C(=O)c1ccco1)c1nc(-c2ccccc2)cs1	-0.7	-1	-12	0.8	-11	15	0.5	-12	-3
O=C(N=C1SC2CS(=O)(=O)CC2N1CCc1ccccc1)C1CCCCC1 (stereo unspecified)	1.1	-3	-5	3.3	-3	1	0.8	-1	-3
O=C(CCNS(=O)(=O)c1ccccc1)Nc1ccccc1	1.1	-6	16	0.3	-23	23	1.4	-1	-1
COc1ccccc1NC(=O)CSc1nc2sc(C)c(C)c2c(=O)n1Cc1ccco1	-1.6	-9	-28	-0.2	-11	9	-1.3	-4	3
N/C(=N\NC(=O)c1ccc(Cl)cc1)c1cnccn1	-1.1	-11	2	0.3	-7	-1	0.5	-3	-21
CC(=O)Nc1ccc(NC(C)=O)c(NC2OCC(O)C(O)C2O)c1 (stereo unspecified)	0.3	-14	-9	0.2	-5	3	-0.7	4	-4
O=C(NCCc1ccccc1)C1CCN(S(=O)(=O)c2cccnc2)CC1	1.0	-6	-8	0.3	8	6	1.0	-2	-25

Grouped by structure, the compounds so far with four or more nitrogen atoms
SMILES	OXTR ag	GPR7 antagonist	CHO parental Ca	CHO-K1 Ca ag	CHO-K1 Ca antag	M1 PAM parental	V1R ag counter	OXTR potentiator	TAAR1 antagonist
CSc1ccc2nnc(-c3cccc(F)c3)n2n1	-2.1	-12	-6	0.1	-8	11	-0.9	-3	3
COCCNC(=O)CN(C(=O)CCC(=O)Nc1ccccn1)c1ccccc1OC	-0.2	-10	6	1.3	-14	7	0.5	1	7
Cn1c(=O)c(=O)n(C)c2cc(N3CCOCC3)c(NS(=O)(=O)c3ccc(Br)cc3)cc21	-0.1	-12	-18	0.4	3	-2	1.2	-2	-3
O=C(Nc1nncs1)c1cc(S(=O)(=O)N2CCOCC2)ccc1Cl	-0.5	-11	2	0.7	-7	5	0.8	-12	-15
CC(=O)Nc1ccc(S(=O)(=O)N2CCN(c3cnn(C)c(=O)c3Cl)CC2)cc1	0.1	-1	-4	0.5	-4	21	0.7	-8	5
O=C(CSc1nnc2ccccn12)NCc1ccc2c(c1)OCO2	0.0	-7	4	0.4	-10	21	-0.1	-6	-25
N/C(=N\NC(=O)c1ccc(Cl)cc1)c1cnccn1	-1.1	-11	2	0.3	-7	-1	0.5	-3	-21

High-throughput results from PubChem BioAssay.
